Compound activity from PubChem.
OX1R antag-1 = OX1R (human) antagonism. OX1R-expressing cells, FRET antagonist read-out. O43613. AID 485270. 330,000 compounds, 1.8% hits. inhibition, % at 6.6 µM; in the data active = inhibition mostly above about 38%, no sharp cut-off; inactive = mostly below about 40%;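 note: 0% = agonist challenge alone and 100% = reference antagonist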
Target sequence (O43613 whole entry, looked up): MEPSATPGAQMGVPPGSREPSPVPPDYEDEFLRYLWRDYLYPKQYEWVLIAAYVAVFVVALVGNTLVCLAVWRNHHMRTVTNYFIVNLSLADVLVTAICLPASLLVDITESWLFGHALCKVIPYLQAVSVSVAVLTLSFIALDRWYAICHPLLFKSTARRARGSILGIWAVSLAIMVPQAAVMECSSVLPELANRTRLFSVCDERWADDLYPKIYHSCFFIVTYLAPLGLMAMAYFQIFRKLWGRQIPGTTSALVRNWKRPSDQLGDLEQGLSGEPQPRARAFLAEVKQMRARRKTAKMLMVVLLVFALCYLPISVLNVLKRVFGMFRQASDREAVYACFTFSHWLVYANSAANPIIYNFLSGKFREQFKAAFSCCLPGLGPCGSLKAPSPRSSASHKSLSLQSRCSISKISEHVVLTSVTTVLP
STK33 kinase inh = human STK33 kinase inhibition | purified STK33, MBP phosphorylation, ADP-Glo luminescence | inhibition, % at 10 µM | 320,000 compounds, 0.073% hits | AID 2661;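 active = inhibition at or above 25%, using the most active replicate where run in duplicate; inactive = inhibition below 25%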
Target sequence (Q9BYT3 whole entry, looked up): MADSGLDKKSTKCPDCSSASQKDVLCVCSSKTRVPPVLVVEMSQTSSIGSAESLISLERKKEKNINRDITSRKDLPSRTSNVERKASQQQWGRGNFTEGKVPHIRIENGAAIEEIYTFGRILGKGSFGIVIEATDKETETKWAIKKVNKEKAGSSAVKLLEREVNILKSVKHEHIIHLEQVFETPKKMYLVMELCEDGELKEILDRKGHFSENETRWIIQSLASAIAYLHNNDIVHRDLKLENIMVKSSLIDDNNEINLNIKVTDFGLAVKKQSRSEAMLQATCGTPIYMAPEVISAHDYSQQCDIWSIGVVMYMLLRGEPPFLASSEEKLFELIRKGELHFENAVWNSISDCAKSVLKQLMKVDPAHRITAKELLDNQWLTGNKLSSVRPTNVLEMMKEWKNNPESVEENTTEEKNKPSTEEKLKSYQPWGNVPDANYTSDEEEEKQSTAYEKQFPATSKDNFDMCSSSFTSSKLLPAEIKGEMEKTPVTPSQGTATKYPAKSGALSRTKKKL
OX1R antag-2 = human HCRTR1 antagonism; O43613; AID 434989; 330,000 compounds, 0.43% hits; inhibition, % at 5 µM; CHO/OX1R cells, Fluo-8 calcium fluorescence, orexin A;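 active = inhibition above its plate's threshold, mean inhibition of all tested compounds on the plate plus 3 SD, cut at about 37% in these data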;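 note: 0% = orexin A challenge wells and 100% = SB-334867-A antagonist wells; not every result past the cut was called active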
Numbers without * were called inactive; nt = not tested or not shown.

molecule	OX1R antag-1	STK33 kinase inh	OX1R antag-2
CC(C)NC(=S)N1CCn2c(nc3ccccc32)C1	10	-0.2	-10
Cc1cc(NC(=O)c2ccco2)ccc1NC(=O)Cc1cccs1	16	1.1	-2
CN1C(=O)N(C)C2C1NC(=O)N2C (stereo not given)	29	-0.6	-3
Cc1ccc(NC(=O)CN(C)C(=O)c2ccc(NS(=O)(=O)c3cccc([N+](=O)[O-])c3)cc2)cc1	8	-0.7	-22
Cc1cc(NC(=O)CN2CCN(S(=O)(=O)c3ccc(Cl)cc3)CC2)no1	22	0.5	-16
Cc1cc(NS(=O)(=O)c2ccc(C(C)C)cc2)no1	16	8.0	6
CCC(C)NC(=O)c1ccc(CSc2nc3ccncc3n2Cc2ccc(F)cc2)cc1 (stereo not given)	4	0.2	-35
Cn1c(-c2cccc3ccccc23)n[nH]c1=S	7	-1.0	-8
CN(c1ccccc1)S(=O)(=O)c1ccc2[nH]c(=O)[nH]c2c1	6	0.2	4
O=C(O)c1cc2ccccc2c2cc(Br)ccc12	-1	-1.6	-5
CCOc1ccc(N2CC(C(=O)NCCN3C(=O)S/C(=C\c4cccnc4)C3=O)CC2=O)cc1 (stereo not given)	56*	0.0	-18
CCOC(=O)Cc1cc(OC)c(OC)cc1Cc1cc(OC)c(OC)cc1CC(=O)OCC	18	0.4	-3
CCCNC(=O)C(Cc1ccccc1F)NC(=O)c1ccccn1 (stereo not given)	4	-0.3	-4
COc1cccc(C2=CC(=O)C[C@H](c3ccc(F)cc3)C2)c1	3	0.5	-28
O=C(CCCCCBr)N1CCC(CC2CC(c3ccc(Cl)cc3)=NO2)(C(=O)NCC2CCCCC2)CC1 (stereo not given)	16	-2.0	-30
O=C(c1ccc(N2CCN(C3CC(=O)N(c4ccc(F)cc4)C3=O)CC2)cc1)c1cccnc1 (stereo not given)	12	-3.7	-23
CCCc1c(-c2ccc(O)cc2)nn(-c2ccc(O)cc2)c1-c1ccc(O)cc1	32	2.4	-8
Cc1cc(C)n(CC(=O)N2CCCC(C(=O)c3cccc(OC(C)C)c3)C2)n1 (stereo not given)	15	-1.6	-22
COc1ccc(N2CC(C(=O)N[C@@H](C)C(=O)NC3CCCCC3)CC2=O)cc1 (stereo not given in full)	3	-0.3	1
COc1ccc(CNC(C)C2COc3ccccc3O2)c(OC)c1 (stereo not given)	31	-1.3	-15
COc1ccc(-c2csc(NC(=O)CSc3nc(C)cs3)n2)cc1	21	0.8	-9
O=C(NC(=S)Nc1cccc2cc(O)ccc12)c1ccco1	43	-1.6	-7
Clc1ccc(COc2ccccn2)c(Cl)c1	-4	-0.4	-23
CCN(CCCNC(=O)CCCOc1cc(=O)n(C)c2ccccc12)Cc1ccccc1	7	-0.6	-22
CN1CCN(C(=O)c2ccc(CSc3ccc(Cl)cc3)cc2)CC1	28	-1.2	4
O=C(c1ccc2nc(Cc3cccc(Cl)c3)oc2c1)N1CCC(CO)CC1	7	5.0	-20
CN(C)CC1CCCCC1OC(=O)c1ccc(S(=O)(=O)N(C)c2ccccc2)cc1 (stereo not given)	10	-0.4	-23
O=C(COc1ncnc2ccc(Br)cc12)N1CCOCC1	4	-1.0	-6
CC(C)OCCCNC(=O)C(C)Oc1ccccc1 (stereo not given)	2	0.6	-28
COc1ccccc1NC(=O)CSc1nc2ccccc2n1C(C)=O	16	1.4	-22

In the list so far, 3 have bromine:
molecule	OX1R antag-1	STK33 kinase inh	OX1R antag-2
O=C(O)c1cc2ccccc2c2cc(Br)ccc12	-1	-1.6	-5
O=C(CCCCCBr)N1CCC(CC2CC(c3ccc(Cl)cc3)=NO2)(C(=O)NCC2CCCCC2)CC1 (stereo not given)	16	-2.0	-30
O=C(COc1ncnc2ccc(Br)cc12)N1CCOCC1	4	-1.0	-6

(listing goes on)
molecule	OX1R antag-1	STK33 kinase inh	OX1R antag-2
CC1(C(=O)N/N=C/c2ccc([N+](=O)[O-])o2)CC1(Br)Br (stereo not given)	73*	-1.0	6
COCCNC(=O)C(C)Oc1ccc(Cl)cc1Cl (stereo not given)	6	-0.4	-8
Cc1cccc(N2N=C(C(=O)N3CC(=O)Nc4ccccc43)CCC2=O)c1	22	0.7	-1
Nc1nc2ccccc2n1C(=O)c1ccc(F)cc1	9	1.6	-15
Cc1cc(Cn2nnnc2-c2ccncc2)cc(C)c1O	4	-1.8	9
Cc1cc2ccccc2c(=O)n1CC(=O)NCC(=O)N1CCN(c2ccccc2)CC1	6	-2.5	-27
Cc1ccc(C(=O)NCC(=O)OCC(=O)N2CCCc3ccccc32)cc1	10	-1.7	-25
CCN(CC)S(=O)(=O)c1ccc(C)c(N=C=S)c1	0	-0.5	-6
Cc1cc(NC(=O)CCCN2C(=O)/C(=C/c3ccccc3Cl)SC2=S)no1	26	-0.5	-28
CCOC(=O)C1(Cc2ccccc2C)CCCN(C(=O)c2ccc3nccnc3c2)C1 (stereo not given)	7	-1.0	-31
O=C(Nc1ccc(Oc2cccnc2)cc1)c1ccc([N+](=O)[O-])cc1	23	-1.5	-11
O=[N+]([O-])c1cc([N+](=O)[O-])c(Oc2cc(F)cc(F)c2F)cc1NN1CCCCC1	21	-1.3	-7
Cc1ccc2[nH]c3c(=O)n(Cc4ccccn4)cnc3c2c1	17	-2.2	1
Cc1ccc(NC(=O)COC(=O)CC2CCCC2)cc1F	7	0.2	-11
Cc1ccc(S(=O)(=O)N2CCCC2C(=O)O)cc1 (stereo not given)	2	-1.3	-6
COc1ccc(OCC(O)Cn2c(=N)n(CCN3CCCCC3)c3ccccc32)cc1 (stereo not given)	14	-1.4	-45
O=C(CC1C(=O)NCCN1C/C=C/c1ccccc1)NCCc1cnccn1 (stereo not given)	19	-1.7	-3
COc1cccc(/C=C2/CN(C)CC3=C2OC(N)=C(C#N)C3c2cccc(OC)c2)c1 (stereo not given)	16	0.3	-27
COc1ccc(NC(=O)CSc2nncs2)cc1OC	15	0.9	-32
CCN1/C(=C/c2ccc3cccc(C)c3[n+]2CC)Sc2ccccc21	32	0.3	100*
COc1cccc(C(=O)N2CCC(n3nccc3NC(=O)CCOc3ccccc3)CC2)c1	1	-0.1	-24
O=C(CCC(=O)Nc1ccc(F)cc1)N/N=C/c1ccc(F)cc1	2	-0.7	-15
CC(C)(C)n1nnnc1C(c1ccccc1)N1CCc2ccccc2C1 (stereo not given)	3	-0.3	-15
Cc1cc(-n2ccc(=O)[nH]c2=O)nc(-c2ccccc2)n1	1	0.8	-12
O=C(CN1C(=O)S/C(=C\c2cccc(Cl)c2)C1=O)NCCCn1ccnc1	27	-0.6	-9
COc1cc2c(cc1NC(=O)CSCC(=O)O)oc1ccccc12	4	1.5	-13
CC1CCCCN1CCNC(=O)C1CC(=O)N(c2ccc(F)c(Cl)c2)C1 (stereo not given)	21	-0.5	-26
Cc1ccc(-c2csc(=S)[nH]2)cc1	16	-1.6	0
CCN(CC)S(=O)(=O)c1ccc(C(=O)NCc2ccc3c(c2)OCO3)cc1	13	-0.9	-19
COc1ccc(S(=O)(=O)Nc2cccc3c2O[C@H](CN(C)Cc2ccccc2)[C@@H](C)CN([C@H](C)CO)C3=O)cc1	7	-0.4	-24

(list continues)
molecule	OX1R antag-1	STK33 kinase inh	OX1R antag-2
CC(C)(C)NC(=O)Cc1ccc(Cl)c(Cl)c1	34	-1.4	-17
Cc1cccc(CN2CCC(C(N)=O)CC2)c1	12	-0.5	0
O=C(N/N=C\c1ccc2c(c1)OCO2)c1ccc(Cn2cc(Br)c([N+](=O)[O-])n2)o1	23	0.2	-14
O=C(c1ccc2ccccc2n1)N1CCN(Cc2c(F)cccc2Cl)CC1	13	-2.1	-15
O=C(Cc1ccc(F)cc1)Nc1ccc(F)c([N+](=O)[O-])c1	31	-0.1	-6
CCCOC(=O)c1c(NC(=O)CSc2nc(-c3ccco3)cc(C(F)(F)F)n2)sc(C(=O)OC)c1C	13	-2.2	-10
COc1ccc(-c2cc(=O)c3ccccc3[nH]2)cc1	6	-0.9	-2
Cc1cccc(NC(=O)c2cccc(C(=O)Nc3cccc(C)c3)n2)c1	5	-0.8	-24
CCOC(=O)c1cnc2ccc(OCC)cc2c1NCc1cccnc1	19	nt	-15
O=c1c(-c2ccccc2)coc2c(CN3CCCC3)c(O)ccc12	5	0.9	9
CCOc1ccc(OCC)c(NC(=O)CSc2nc3ccccc3c(=O)n2C)c1	18	-0.8	-22
CCCC1=[N+](CC(=O)c2ccc(Br)cc2)CCn2cccc21	6	-0.9	-21
COc1ccccc1CN1Cc2cccc3c2[C@@H](CC1=O)[C@H](O)[C@H](O)C3	9	-0.4	-10
O=S(=O)(c1cccc2cccc(Cl)c12)N1CCCC1	16	-0.2	-13
COc1ccccc1C(C)NCC(=O)Nc1ccccc1C(F)(F)F (stereo not given)	12	0.5	-26
Cc1ccc(CNS(=O)(=O)c2cc(F)ccc2CN2C(=O)c3cccnc3C2=O)o1	18	0.2	-14
CC(=O)Cc1nsc(NC(=O)c2ccc(COc3ccc(C)cc3)o2)n1	28	-0.4	-3
CCn1ccnc1CNC(=O)CC1C(=O)NCCN1CCCc1ccccc1 (stereo not given)	30	-0.8	-18
CC1CCCN(CCCNC(=O)C2CC(=O)N(CCc3ccccc3)C2)C1 (stereo not given)	7	0.5	-11
C=CCNC(=O)C(C)Sc1ccc(Cl)cc1 (stereo not given)	17	-1.1	-9
CCn1c(=O)c([N+](=O)[O-])c(NCCN(C)C)c2ccccc21	36	0.4	-16
O=C(COC(=O)c1cc(=O)[nH]c2ccccc12)NCc1cccs1	25	-2.3	-6
CCn1c(C)nc2cc(C(=O)N/N=C/c3cccc(OC)c3O)ccc21	24	-0.3	-21
CN(C)C(=O)CSc1nc2ccccc2c(=O)[nH]1	-1	-0.5	2
O=C(Nc1cccnc1)C1(F)C(F)(F)C(F)(F)C(F)(F)C(F)(F)C1(F)F	27	0.1	-15
Cc1ccccc1CN1CCN(C(=O)c2cccc(F)c2)CC1	9	-0.9	-9
C[C@]12C(=O)N(c3ccc(Br)cc3)C(=O)N1[C@@H]1c3ccccc3OC[C@@H]1[C@H]2c1ccccc1	26	0.1	-35
O=C1c2ccccc2C(=O)N1c1ccccc1S(=O)C(F)(F)F (stereo not given)	17	-1.4	-7
Cc1cc(C(=O)NC2CCCc3c2cnn3-c2cccc(C)c2C)n(C)n1 (stereo not given)	54	0.4	25
O=C(CSc1nnc(-c2ccco2)n1CC1CCCO1)c1ccccc1 (stereo not given)	17	-0.3	-25

(cont.)
molecule	OX1R antag-1	STK33 kinase inh	OX1R antag-2
Cc1noc(C)c1NC(=O)Nc1cccc2c1O[C@H](CN(C)C(=O)Nc1ccc(C(F)(F)F)cc1)[C@@H](C)CN([C@H](C)CO)C2=O	15	-0.1	-9
COc1cc(/C=N/NC(=O)c2ccc(Cl)cc2)ccc1OCC(=O)N1CC(C)OC(C)C1 (stereo not given)	12	-4.2	-21
COc1cccc(OC)c1C1=CC(=O)C[C@H](c2ccc3c(c2)OCO3)C1	6	0.0	11
CC(=O)N(C)c1ccc(NC(=O)Nc2ccc(C)c(C)c2)cc1	11	0.4	-5
Cc1ccc(CNC2=NCCCCC2)n1C	7	-2.7	-6
O=C(Nc1ccccc1)N1CCC(c2nc(-c3ccc(S(=O)(=O)N4CCOCC4)cc3)no2)CC1	8	-0.9	1
CC(/C=C/c1ccc(O)cc1)=N/O	12	9.4	4
CCOC(=O)c1ccc2c(c1)nc(COc1ccc(OC)cc1)n2CC	14	nt	-40
Cc1ccc(C2C=NN(c3ccccc3)C2=O)cc1 (stereo not given)	14	0.1	-18
O=C(NC1CCCc2ccccc21)c1n[nH]c(=O)c2ccccc12 (stereo not given)	18	1.2	-30
CC(C)(C)c1ccc(NC(=O)COC(=O)C2=COCCO2)cc1	9	-1.5	-11
Cc1ccc(C(=O)C(C)OC(=O)C2CCN(c3ccc(C(F)(F)F)cn3)CC2)cc1C (stereo not given)	21	0.6	-22
C=CC[C@H](CC(=O)N(CCO)Cc1ccccc1)C(=O)N[C@H](C)COC(=O)[C@@H](CC=C)Cc1ccc(F)cc1	10	-2.2	-8
C=CCNC(=O)CN(c1ccccc1OCC)S(=O)(=O)c1ccc(C)cc1	24	-0.8	-11
CCC(C)C(NC(=O)c1ccc(Cl)cc1)C(=O)Nc1cccnc1 (stereo not given)	1	-3.1	-16
COc1cccc2sc(N)nc12	1	-0.5	-21
CC(=O)N/C(=C/c1ccc2c(c1)OCO2)C(=O)NCC(=O)O	11	0.3	-8
COCc1cc(C)nc(Oc2ccccc2)c1C#N	9	-0.8	-15
CCCCNC(=O)c1cn(CC)c2ccc(S(=O)(=O)N3CCCCCC3)cc2c1=O	4	-0.3	-15
CCOCC(=O)N(CC)Cc1ccccc1	18	-0.5	3
CC(C)c1ccc(NC(=O)CN2CCN(c3ccccn3)CC2)cc1	-8	-0.2	-31

A second format for some results above.
OX1R antag-1 | STK33 kinase inh | OX1R antag-2 | SMILES
14 | nt | -40 | CCOC(=O)c1ccc2c(c1)nc(COc1ccc(OC)cc1)n2CC
12 | -4.2 | -21 | COc1cc(/C=N/NC(=O)c2ccc(Cl)cc2)ccc1OCC(=O)N1CC(C)OC(C)C1 (stereo not given)
11 | 0.4 | -5 | CC(=O)N(C)c1ccc(NC(=O)Nc2ccc(C)c(C)c2)cc1

This is a random part of the collection (roughly 2.2% active in at least one column).
